Tb PYK inh – inhibitors of Trypanosoma brucei pyruvate kinase | 410,000 tested, 0.12% active | Q57TT1 | Potency, µM (titrated, usually from 76.8 µM), for inactives: at the top dose activity, negative = inhibition, most hits filed as inhibitors | TbPYK enzyme, Kinase-Glo Plus ATP luminescence, 45 min | AID 624173; further: potency means the concentration at half of the fitted maximal effect; nearly all actives have a fitted effect of over 50% in size
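Enzyme and substrate buffer are dispensed first and compound is pin-transferred. ADP at 130 uM final then starts the reaction, which runs 45 min at room temperature. Detection reagent is added for 10 min before luminescence is imaged.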
AmpC inh detg – blocks E. coli AmpC beta-lactamase in detergent assay; P00811; 370,000 tested, 0.041% active; Potency, µM (highest dose often 114 µM), for inactives: at the top dose activity change, negative = inhibition, most hits filed as inhibitors; AID 485294; AmpC hydrolysis of nitrocefin, absorbance 480 nm, 0.01% Triton;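 further: potency means the concentration at half of the fitted maximal effect; 0% = no-compound wells and -100% = no-enzyme wells; nearly all actives have a fitted effect of over 25% in size; some results filed as inactive show a strong effect at the top dose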
Target sequence (P00811 whole entry, looked up): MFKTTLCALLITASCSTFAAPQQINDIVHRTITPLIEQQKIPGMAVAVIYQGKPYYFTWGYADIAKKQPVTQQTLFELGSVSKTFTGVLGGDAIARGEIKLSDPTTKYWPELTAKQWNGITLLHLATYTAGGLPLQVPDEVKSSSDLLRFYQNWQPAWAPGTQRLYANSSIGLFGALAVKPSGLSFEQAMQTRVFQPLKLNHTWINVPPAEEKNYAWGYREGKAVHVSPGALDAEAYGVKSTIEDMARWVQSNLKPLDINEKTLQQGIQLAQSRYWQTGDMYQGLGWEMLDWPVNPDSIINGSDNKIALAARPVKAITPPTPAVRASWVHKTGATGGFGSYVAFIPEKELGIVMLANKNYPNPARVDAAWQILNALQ
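AmpC (5.3 nM in the dispensed reagent) in 20 mM phosphate pH 7.0 with 0.01% (detergent screen) or 0.0001% Triton X-100 was preincubated with compounds for 15 min at room temperature. Nitrocefin was then added from an 800 uM solution, and hydrolysis was followed at 480 nm.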
AMA1 RON2 block – inhibitors of Plasmodium falciparum AMA1-RON2 interaction. 360,000 tested, 0.2% active. Potency, µM (titrated, usually from 58.2 µM), without a hit: at the highest dose activity change, negative = inhibition, hits mostly inhibitors. AlphaScreen AMA1-biotinylated RON2 peptide binding;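 further: potency means the concentration at half of the fitted maximal effect; 0% = vehicle wells and -100% = peptide control; nearly all actives have a fitted effect of over 45% in size; some results filed as inactive show a strong effect at the top dose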
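AMA1 (3D7) with his tag at 25 nM final met compounds first, then biotinylated RON2 peptide at 25 nM; detection used donor plus acceptor beads, 10 µg/mL apiece, read by AlphaScreen after 30 min at room temperature.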
LmPK inh – blocks Leishmania mexicana pyruvate kinase activity; Q27686; purified LmPK, Kinase-Glo ATP luminescence, 1 h; Potency, µM (series often up to 57.5 µM), for the others: at the top dose activity change, negative = inhibition, most hits filed as inhibitors; 290,000 tested, 0.37% active; further: potency means the concentration at half of the fitted maximal effect
Target sequence (Q27686 whole entry, looked up): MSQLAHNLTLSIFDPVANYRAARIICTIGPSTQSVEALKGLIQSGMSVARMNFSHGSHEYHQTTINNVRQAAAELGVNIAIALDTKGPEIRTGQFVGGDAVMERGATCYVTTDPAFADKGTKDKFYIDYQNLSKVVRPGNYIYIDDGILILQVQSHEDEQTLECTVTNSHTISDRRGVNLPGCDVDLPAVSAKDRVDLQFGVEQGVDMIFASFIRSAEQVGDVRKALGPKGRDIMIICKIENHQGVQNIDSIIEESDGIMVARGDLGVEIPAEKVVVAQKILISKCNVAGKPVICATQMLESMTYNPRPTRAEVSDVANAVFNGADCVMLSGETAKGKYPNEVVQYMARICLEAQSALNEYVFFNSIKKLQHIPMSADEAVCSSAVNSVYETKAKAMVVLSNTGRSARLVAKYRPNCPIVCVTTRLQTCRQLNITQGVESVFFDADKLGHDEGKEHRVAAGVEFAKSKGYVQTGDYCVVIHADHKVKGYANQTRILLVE
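0.1 nM LmPK, 0.5 mM PEP, 0.1 mM ADP; 50 mM imidazole pH 7.2, 7 mM MgCl2, 50 mM KCl; 1 h RT. Kinase-Glo luminescence readout, normalized to no-enzyme (full inhibition) and uninhibited wells.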
HCMV inh – inhibitors of human cytomegalovirus | HFF cells, HCMV-luciferase reporter, 72 h; hits give low values | 410,000 tested, 4.5% active | activity change, negative = inhibition, % at 57.5 µM; in the data active means activity change below about -60%; inconclusive means no clear call, values can overlap the other calls; inactive means above about -39%
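Inhibition of viral replication was scored as loss of reporter luminescence in HFFs infected with HCMV-luciferase (MOI 1 PFU/cell) for 72 h; compounds tested at 2 doses, normalized to buffer and Salinomycin controls.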
HCV inhibitor – blocks hepatitis C virus; Huh7.5.1 HCVcc-Cre infection, luciferase reporter, 44 h; AID 651820; Potency, µM (doses to about 41.8 µM), without a hit: at the top dose activity change, negative = inhibition, most hits filed as inhibitors; 340,000 tested, 3.4% active; further: potency means the concentration at half of the fitted maximal effect
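Infectious HCVcc-Cre (~0.5 moi) was added to cells just after compound, with cells seeded 4 h earlier at 1,000 per well. Luciferase activity after 44 h culture reported infection; substrate was incubated 15 min at room temperature before reading.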
AmpC inh no detg – inhibitors of E. coli AmpC beta-lactamase without detergent; 330,000 tested, 0.52% active; P00811; Potency, µM (titrated, usually from 57.1 µM), without a hit: at the top dose activity change, negative = inhibition, actives largely listed as inhibitors; AmpC nitrocefin hydrolysis, absorbance 480 nm, 0.0001% Triton;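 further: potency means the concentration at half of the fitted maximal effect; plate controls were no compound for no effect and no enzyme for full effect; nearly all actives have a fitted effect of over 20% in size; some results filed as inactive show a strong effect at the top dose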
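20 mM phosphate pH 7.0 + 0.01% (detergent screen) or 0.0001% Triton X-100; 5.3 nM AmpC reagent; cpd preinc 15 min RT; nitrocefin (800 uM stock) to start; A480 q20 s × 4 min; Activity was normalised to no-enzyme and no-compound control wells.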
* marks the source's active call; other numbers are inactive results; ? = inconclusive; . = not tested or not shown; & = joins results of further samples; [ ] = dose if it differs, or a comment. Unless noted, the call rests on the fitted dose curve; in most records, active means well fitted curve in the direction sought with a large enough effect; inconclusive means small, poorly fitted or top-dose-only effect, or another doubt; inactive means no such curve, though single readings can be large; an effect the other way counts as inactive or inconclusive. Unless noted, on the % scale 0 is the no-effect control and ±100 the full control effect. No enrichment for hits. Share with any hit: about 7.5%.

[1] COc1ccc(C/C(C)=N/NC(=S)Nc2ccccc2)cc1
[2] CN1C(=O)C(C)(C)c2cc(S(=O)(=O)N3CCCC(C(=O)NCc4ccc(F)cc4)C3)ccc21 (configuration not stated)
[3] Cc1cc(Cl)ccc1OC(C)C(=O)NC(C)C1CCCO1 (configuration not stated)
[4] CCNC(=O)CN(c1ccccc1)S(=O)(=O)c1ccc(Cl)cc1
[5] CCS(=O)(=O)N1Cc2ccccc2CC1C(=O)Nc1ccc(OC)c(OC)c1 (configuration not stated)
[6] Cc1cccn2c(=O)c3cc(C(=O)NC(C)c4ccccc4)c(=N)n(CCCn4ccnc4)c3nc12 (configuration not stated)
assay / compound,1,2,3,4,5,6
Tb PYK inh,-16%,-9%,0%,-3%,9%,6%
AmpC inh detg,-7%,?,4%,-11%,-11%,-12%
AMA1 RON2 block,69%[activator],-4%,12%,-7%,-24%,-4%
LmPK inh,0%,1%,-10%,9%,3%,0%
HCMV inh,28,-4,-19,23,27,-68*
HCV inhibitor,0%,?,-3%,2%,4%,-16%
AmpC inh no detg,-32%,106%[activator],111%[activator],-7%,1%,26%

[7] CCCC1(CC(C)C)C(=O)NC(=S)NC1=O
[8] CCCCN1C(=O)C2ON(c3ccccc3C)C(c3ccco3)C2C1=O (configuration not stated)
[9] COc1ccc(C2=NOC(C(=O)Nc3ccc4c(c3)OCCO4)C2)cc1OC (configuration not stated)
[10] O=C(CCN1C(=O)/C(=C\c2ccccc2F)SC1=S)N1CCOCC1
[11] O/N=C(/CCc1ccccc1)C1(O)CCCCC1
[12] CC(C)Cn1c(=S)[nH]c2cc(Cl)ccc21
assay / compound,7,8,9,10,11,12
Tb PYK inh,-10%,0%,3%,-6%,11%,-30%
AmpC inh detg,.,-1%,0%,.,-21%,-1%
AMA1 RON2 block,10%,-7%,0%,-1%,6%,46%[activator]
LmPK inh,.,9%,-5%,.,4%,-3%
HCMV inh,-3,-23,?,2,3,?
HCV inhibitor,26%,-1%,-1%,.,20%,13%
AmpC inh no detg,.,0%,0%,.,-4%,-40%

[13] CCCOc1cccc(C2/C(=C(/O)c3ccc(F)cc3)C(=O)C(=O)N2CCN(C)C)c1 (configuration not stated)
[14] CCS(=O)(=O)CCSc1nc2ccccc2s1
[15] FC(F)(F)c1ccc(Cl)c(-n2c(-c3ccco3)n[nH]c2=S)c1
[16] c1cc(-c2nnc3n2CCCCC3)ccn1
[17] Cc1ccc(OCC(=O)NNC(=O)Cc2ccc(S(=O)(=O)N3CCOCC3)s2)cc1
[18] CC(C)CNC(=O)CSc1nnc(-c2ccccn2)n1Cc1ccccc1
assay / compound,13,14,15,16,17,18
Tb PYK inh,0%,-14%,?,0%,-5%,3%
AmpC inh detg,-8%,-8%,0%,-13%,-7%,-13%
AMA1 RON2 block,10%,-2%,77%[activator],3%,48%[activator],5%
LmPK inh,2%,-1%,-8%,5%,.,5%
HCMV inh,-5,-12,-15,34,-32,15
HCV inhibitor,20%,9%,-2%,8%,?,-16%
AmpC inh no detg,8%,-4%,-15%,-4%,-12%,10%

2 entries picked at random from the list so far, as already listed:
[15] FC(F)(F)c1ccc(Cl)c(-n2c(-c3ccco3)n[nH]c2=S)c1
[18] CC(C)CNC(=O)CSc1nnc(-c2ccccn2)n1Cc1ccccc1
assay / compound,15,18
Tb PYK inh,?,3%
AmpC inh detg,0%,-13%
AMA1 RON2 block,77%[activator],5%
LmPK inh,-8%,5%
HCMV inh,-15,15
HCV inhibitor,-2%,-16%
AmpC inh no detg,-15%,10%

Other compounds
[19] Nc1ccc(SCCN2C(=O)c3ccccc3C2=O)cc1
[20] O=C(c1cc(-c2ccc(F)cc2)nc2ccccc12)N1CCC1
[21] CCOC(=O)CC1C(=O)NCCN1C(=S)NC(=O)c1ccccc1OC (configuration not stated)
[22] COC(=O)[C@@H]1C[C@@H]2CC[C@@H](O)C[C@@H]2N1Cc1ccccc1OS(=O)(=O)c1ccc(C)cc1
[23] O=C(NCc1ccc(Cl)cc1)c1cc2ccccc2o1
[24] CCC(=O)Oc1cccc(C(=O)Nc2ccc(-c3nnc(-c4ccco4)o3)cc2)c1
assay / compound,19,20,21,22,23,24
Tb PYK inh,0%,0%,1%,1%,-2%,-9%
AmpC inh detg,0%,.,-9%,1%,-8%,?
AMA1 RON2 block,3%,1%,-11%,-6%,.,-5%
LmPK inh,0%,.,-2%,3%,.,15%
HCMV inh,-6,68,6,-24,-21,62
HCV inhibitor,9%,-13%,.,-1%,.,?
AmpC inh no detg,-26%,5%,11%,72%[activator],.,97%[activator]

4 structures from above, arranged by length of the SMILES, rising:
[23] O=C(NCc1ccc(Cl)cc1)c1cc2ccccc2o1
[19] Nc1ccc(SCCN2C(=O)c3ccccc3C2=O)cc1
[20] O=C(c1cc(-c2ccc(F)cc2)nc2ccccc12)N1CCC1
[22] COC(=O)[C@@H]1C[C@@H]2CC[C@@H](O)C[C@@H]2N1Cc1ccccc1OS(=O)(=O)c1ccc(C)cc1
assay / compound,23,19,20,22
Tb PYK inh,-2%,0%,0%,1%
AmpC inh detg,-8%,0%,.,1%
AMA1 RON2 block,.,3%,1%,-6%
LmPK inh,.,0%,.,3%
HCMV inh,-21,-6,68,-24
HCV inhibitor,.,9%,-13%,-1%
AmpC inh no detg,.,-26%,5%,72%[activator]

(more compounds)
[25] CCOC(=O)[C@@H]1[C@H]2COc3ccccc3[C@@H]2N2C(=O)N(c3cccc(F)c3)C(=O)[C@]12C
[26] CC(C)c1ccc(NC(=O)COC(=O)c2ccc(CN3CCCC3=O)cc2)cc1
[27] Cc1ccc2cc(/C=N/NC(=O)c3ccccc3O)c(Cl)nc2c1
[28] CN(C)C(=O)c1cc(C(=O)c2ccccc2Cl)c[nH]1
[29] CCN(CC)c1ccc(NC(=O)CSc2n[nH]c(-c3ccco3)n2)cc1
[30] CCCC(=O)Nc1nc(-c2ccccc2)ns1
assay / compound,25,26,27,28,29,30
Tb PYK inh,-19%,1%,-1%,-8%,3%,6%
AmpC inh detg,.,-4%,0%,-13%,-6%,0%
AMA1 RON2 block,2%,7%,4%,-16%,?,-1%
LmPK inh,.,.,0%,5%,.,7%
HCMV inh,35,34,5,-17,-7,55
HCV inhibitor,-5%,16%,5%,-2%,1%,-5%
AmpC inh no detg,.,39%,-9%,-21%,0%,-13%

[31] COc1cc(CN2CCNC(=O)C2CC(=O)NCc2csc(C(C)C)n2)cc(OC)c1 (configuration not stated)
[32] COc1ccc(NC(=O)C2CCCN(S(=O)(=O)c3c(C)[nH]c(=O)[nH]c3=O)C2)cc1Cl (configuration not stated)
[33] O=C(NCc1ccccc1)c1onc(CSc2ccncc2)c1C(=O)NCc1ccccc1
[34] CC(C)(C)c1nnc(N/N=C/c2ccc(Br)cc2)n(N)c1=O
[35] Cc1c(Cl)cccc1NC(=O)CSc1nc(=O)n(Cc2ccco2)c2c1CCC2
[36] O=C(CC1C(=O)NCCN1Cc1ccc(-c2ccccc2)cc1)NCc1ccccc1 (configuration not stated)
assay / compound,31,32,33,34,35,36
Tb PYK inh,2%,3%&2%,2%,-8%,-8%,-10%
AmpC inh detg,-5%,?,.,-3%,-5%,2%
AMA1 RON2 block,4%,-4%,0%,68%[activator],.,8%
LmPK inh,6%,-12%,.,0%,.,0%
HCMV inh,2,22&-4,23,12,?,-28
HCV inhibitor,13%,28%,-1%,-21%,.,3%
AmpC inh no detg,78%[activator],-14%,.,-23%,.,213%[activator]

An excerpt of these results, with two lines to a compound:
Every second line gives: Tb PYK inh	AmpC inh detg	AMA1 RON2 block	LmPK inh	HCMV inh	HCV inhibitor	AmpC inh no detg
31) COc1cc(CN2CCNC(=O)C2CC(=O)NCc2csc(C(C)C)n2)cc(OC)c1 (configuration not stated)
→ 2%	-5%	4%	6%	2	13%	78%[activator]
34) CC(C)(C)c1nnc(N/N=C/c2ccc(Br)cc2)n(N)c1=O
→ -8%	-3%	68%[activator]	0%	12	-21%	-23%

(further entries)
[37] COc1cccc(NC(=O)Nc2cccn(Cc3ccccc3)c2=O)c1
[38] CSc1ccccc1Nc1ncnc(N)n1
[39] COc1cc2c(cc1OC)C1O[C@](CCCCN3C(=O)c4ccccc4C3=O)(C2)Oc2c1c(=O)oc1ccc(F)cc21
[40] COc1ccccc1NC(=O)c1cnc(SCC(=O)NCC2CCCO2)n(C)c1=O (configuration not stated)
[41] COCCN1C[C@@H](CO)O[C@@H](n2cnc3c(NCCCO)ncnc32)C1
[42] Cc1ccccc1NC(=O)c1ccc2c(c1)OCCO2
assay / compound,37,38,39,40,41,42
Tb PYK inh,6%,0%,.,6%,0%,-5%
AmpC inh detg,-6%,?,-6%[22.9 µM],?,.,?
AMA1 RON2 block,-14%,17%,.,-25%,0%,2%
LmPK inh,-3%,-6%,5%[11.5 µM],.,.,-11%
HCMV inh,-27,17,.,36,-33,25
HCV inhibitor,?,-3%,.,4%,.,5%
AmpC inh no detg,-47%,-12%,-28%[11.4 µM],4%,.,-11%

[43] Cc1[nH]nc2c1-c1nc3ccccc3nc1C(C)(C)C2
[44] CN(C)C1=NC(N(C)C)=NP(N(C)C)(N(C)C)=N1
[45] NC(=O)COc1ccc(C(=O)NCC2(N3CCOCC3)CCCCC2)cc1
[46] COc1ccccc1-c1ccc(/C=C2/C=C(C)OC2=O)o1
[47] CCC(C)c1ccccc1NC(=O)COc1ccc(-c2nnco2)cc1 (configuration not stated)
[48] CCOC(=O)C[n+]1ccc2c([nH]c3ccccc32)c1C
[49] CCc1c(C)nc(N2CCN(c3ccc(F)cc3)CC2)[nH]c1=O
[50] CCc1ccc(CNC(=O)c2ccc3nc(SCc4ccc(F)cc4)n(C)c3c2)cc1
assay / compound,43,44,45,46,47,48,49,50
Tb PYK inh,-11%,1%,0%,-6%,4%,-8%,2%,1%
AmpC inh detg,-3%,-13%,-3%,-12%,-21%,-19%,?,22%
AMA1 RON2 block,4%,6%,1%,-14%,4%,-9%,2%,.
LmPK inh,2%,9%,.,5%,.,1%,3%,.
HCMV inh,-74*,8,-14,-10,-17,-3,-5,-12
HCV inhibitor,5.6µM*,16%,7%,-8%,1%,-5%,5%,.
AmpC inh no detg,27%,-20%,-6%,-50%,-1%,-28%,-18%,.
